MEKK3 PB1 HTS = raises or lowers MEK5 binding to the human MEKK3 PB1 domain | binding response (% of control), % at 10 µM | Q99759 | bead-based flow cytometry, Alexa488-MEK5 binding to MEKK3; actives lie on both sides; 0 = blocked by unlabeled MEK5, 100 = vehicle | 290,000 compounds, 1.4% hits | AID 1529;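 active = binding response more than 3 SD above or below the average of its plate-row segment, actives on both sides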;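 note: Alexa488 bead fluorescence after subtracting the streptavidin-only scavenger bead signal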
OXTR agonist = human OXTR agonism; CHO-OTR cells, Fluo-8 calcium fluorescence; normalized: DMSO 0%, oxytocin 100%; activation, % at 3 µM; 320,000 compounds, 0.32% hits; AID 2435;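 active = activation above the mean of all tested compounds plus 3 SD, cutoff set per screening run, cut at about 20% in these data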;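 note: peak over basal fluorescence ratio from a 100 s FLIPR kinetic read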
Target sequence (P30559 whole entry, looked up): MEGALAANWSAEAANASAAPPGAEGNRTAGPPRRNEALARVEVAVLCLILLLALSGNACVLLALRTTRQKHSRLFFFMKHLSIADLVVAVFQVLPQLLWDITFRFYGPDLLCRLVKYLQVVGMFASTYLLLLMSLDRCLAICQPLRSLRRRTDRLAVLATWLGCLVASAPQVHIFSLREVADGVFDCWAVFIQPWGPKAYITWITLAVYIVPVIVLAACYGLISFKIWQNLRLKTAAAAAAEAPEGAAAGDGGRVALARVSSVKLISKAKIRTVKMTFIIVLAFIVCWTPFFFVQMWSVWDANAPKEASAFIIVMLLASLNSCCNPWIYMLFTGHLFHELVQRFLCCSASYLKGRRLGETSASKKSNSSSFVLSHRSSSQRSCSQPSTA
NALP1 inh = blocks the NALP1 inflammasome reconstituted in yeast. inhibition, % at 10 µM. 280,000 compounds, 0.61% hits. S. cerevisiae NALP1/ASC/caspase-1 growth, X-gal OD620, 72 h; in the data active = inhibition mostly above about 24%, no sharp cut-off; inactive = mostly below about 32%; note: some compounds called inactive have numbers as strong as hits
PHOSPHO1 block = blocks human PHOSPHO1 phosphatase activity. AID 1565. 290,000 compounds, 1.1% hits. recombinant PHOSPHO1, absorbance phosphatase assay. inhibition, % at 13.3 µM; in the data active = inhibition above about 60%
GPR7 antag = human neuropeptides B/W receptor 1 antagonism; P48145; GPR7-expressing cells, fluorescence antagonist assay; inhibition, % at 4.4 µM; 290,000 compounds, 1.1% hits; AID 1861; in the data active = inhibition above about 16%, passing the limit was not always enough;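 note: cells stimulated with the agonist NPW; 0% = agonist with vehicle and 100% = vehicle without agonist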
Target sequence (P48145 whole entry, looked up): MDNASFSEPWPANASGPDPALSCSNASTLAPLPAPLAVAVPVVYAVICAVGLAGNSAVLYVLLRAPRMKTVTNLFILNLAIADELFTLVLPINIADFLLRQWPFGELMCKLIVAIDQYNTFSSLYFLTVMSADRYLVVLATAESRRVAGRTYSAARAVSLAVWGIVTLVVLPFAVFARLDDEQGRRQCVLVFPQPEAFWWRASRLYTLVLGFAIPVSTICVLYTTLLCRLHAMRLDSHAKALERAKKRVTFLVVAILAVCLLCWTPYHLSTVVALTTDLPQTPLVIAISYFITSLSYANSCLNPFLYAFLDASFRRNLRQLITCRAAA
MEKK2 mut-MEK5 = signal of MEK5 binding to mutant human MEKK2 PB1 domain; bead flow cytometry, Alexa488-MEK5 binding to MEKK2 mutant; percent response, % at 10 µM; 290,000 compounds, 0.35% hits; in the data active = percent response above about 24%, passing the limit was not always enough; note: inactives centre near 1; some results filed as inactive read as strong as hits; reference of the scale not given here
FID counter = displaces DNA intercalator in HCV helicase counter-screen | DNA fluorescent intercalator displacement, fluorescence | inhibition, % at 7.9 µM | 290,000 compounds, 0.17% hits; in the data active = inhibition above about 37%;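 note: 0% = vehicle and 100% = reference compound; higher means more ethidium bromide displaced from hairpin DNA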
MEKK2wt PB1 HTS = raises or lowers MEK5 binding to wildtype human MEKK2 PB1 domain. 290,000 compounds, 1.1% hits. binding response (% of control), % at 10 µM. bead flow cytometry, Alexa488-MEK5 binding to MEKK2 WT; actives lie on both sides. Q9Y2U5; in the data active = binding response below about 67% or above about 130%
M18AAP inhibitor = PfM18AAP enzyme inhibition; recombinant PfM18AAP, H-Glu-NHMec fluorogenic cleavage; inhibition, % at 7.35 µM; 290,000 compounds, 1.2% hits; AID 1822;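 active = inhibition above the campaign mean inhibition over all tested compounds plus 3 SD, cut at about 28% in these data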;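 note: 0% = plate median of test compound wells and 100% = 2 mM ZnCl2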
* = called active by the depositor; . = not tested or not shown. Compounds were not picked by outcome (roughly 6.2% active in at least one column).

SMILES	MEKK3 PB1 HTS	OXTR agonist	NALP1 inh	PHOSPHO1 block	GPR7 antag	MEKK2 mut-MEK5	FID counter	MEKK2wt PB1 HTS	M18AAP inhibitor
CCOC(=O)NN=C1CCC(c2ccccc2)CC1 (stereo not given)	103	.	6	-8	-4	5	-6	106	-1
O=C(CCc1nc2ccccc2s1)OCC(=O)c1ccc[nH]1	104	0.6	1	-37	-8	-5	-8	103	-6
CCO[C@@H]1OC(C(=O)Nc2ccccc2)=C[C@H](C)[C@H]1CCCO	104	0.7	.	.	.	-3	.	102	.
Cc1ccc(C(=O)CSc2nnc(COc3ccccc3)o2)cc1	86	-1.2	4	56	-7	-4	-2	100	10
COCc1c(C(=O)OCc2nc(N)nc(Nc3ccccc3C)n2)oc2ccccc12	100	5.2	0	8	1	-1	-24	91	0
COc1cccc(/C=N/Nc2ncnc(N)c2[N+](=O)[O-])c1OC	104	-1.9	-2	25	-10	1	-2	97	6
O=C(Cn1nc(C(F)(F)F)c2c1CCCC2)Nc1ccc2c(c1)OCO2	98	1.2	-4	-21	-7	-7	-1	92	-4
COc1ccc(CNC(=O)CN2C(=O)NC3(CCCCCC3)C2=O)cc1OC	100	-1.3	8	16	-9	-8	-4	92	1
Cc1ccc2nc(C)c3c(c2c1)N(c1ccccc1)CC3	98	-0.5	-12	20	37*	2	7	103	2
O=C(C(NS(=O)(=O)c1cccc2nsnc12)c1ccccc1)N1CCN(c2ccccc2)CC1 (stereo not given)	102	-1.1	34*	-1	1	4	-27	104	6
COc1cccc2c(=O)c3ccccc3oc12	96	-1.9	-13	43	-4	-32	1	83	1
O=C(NCc1ccco1)c1cc(-c2cccc(Cl)c2)on1	95	-0.4	-19	21	-5	3	-5	100	8
CCOC(=O)Cc1csc(NC(=O)CCSc2ccccc2)n1	104	2.0	1	20	3	1	-14	102	-11
CC(Oc1ccc(Cl)cc1Cl)C(=O)NCCCCc1ccccc1 (stereo not given)	112	-1.0	23	-12	-2	-1	-12	101	-7
CC1=CC(C)(C)N(C(=O)CSc2nnc(-c3ccccc3)o2)c2ccc(C)cc21	100	-1.7	17	16	-4	1	-20	99	1
COc1ccc(-c2ccc(SCC(=O)NCc3ccco3)nn2)cc1	99	-1.6	3	18	6	-1	-12	101	-7
S=c1[nH]nc(-c2ccco2)n1-c1ccc(Cl)cc1	95	0.1	-10	-9	-8	-8	-8	96	30*
Cc1ccc2[nH]c3c(NCCCN4CCCC4=O)ncnc3c2c1	105	-0.8	23	-38	-4	7	-4	105	0
CC1CCC(C(C)C)C(OC(=O)C[n+]2cc(-c3ccc(Cl)cc3)n3c2CCC3)C1 (stereo not given)	99	-0.7	.	22	28*	1	23	120	-6
COCCNc1nc(SCC(=O)N2CCN(c3ccccc3OC)CC2)nc2ccccc12	.	-2.7	-7	33	-3	.	8	.	-6

Next part (3 carried over from the part before).
SMILES	MEKK3 PB1 HTS	OXTR agonist	NALP1 inh	PHOSPHO1 block	GPR7 antag	MEKK2 mut-MEK5	FID counter	MEKK2wt PB1 HTS	M18AAP inhibitor
Cc1ccc2[nH]c3c(NCCCN4CCCC4=O)ncnc3c2c1	105	-0.8	23	-38	-4	7	-4	105	0
CC1CCC(C(C)C)C(OC(=O)C[n+]2cc(-c3ccc(Cl)cc3)n3c2CCC3)C1 (stereo not given)	99	-0.7	.	22	28*	1	23	120	-6
COCCNc1nc(SCC(=O)N2CCN(c3ccccc3OC)CC2)nc2ccccc12	.	-2.7	-7	33	-3	.	8	.	-6
CC1=C(C(N)=O)C(c2ccc3c(c2)OCO3)n2nc(-c3cccc(C)c3)nc2N1 (stereo not given)	115	0.1	.	.	-4	0	-14	111	4
COC(=O)CCCCC1SCC(NC(=O)c2ccccc2)C1OC(C)=O (stereo not given)	101	0.0	2	29	-1	0	-13	100	-3
CSc1ccccc1C(=O)NC1CCCCC1	99	-1.1	7	-9	-10	4	3	98	-1
COc1ccc(-c2csc(Nc3cc(C)ccn3)n2)cc1C	100	-2.0	26	-5	-17	3	-5	106	-2
CSc1nnc(CSc2cc(C)nc(N(C)C)n2)o1	95	-1.7	31	14	4	-1	-17	93	17
CN1C(=O)C(CC(=O)Nc2ccccc2F)N(NC(=O)c2ccc(Br)cc2)C1=S (stereo not given)	104	4.5	-9	35	-9	1	-14	103	11
C(=N\N1CCOCC1)/c1cn(-c2ccccc2)nc1-c1ccccc1	90	-2.4	-4	28	9	-1	-5	96	3
COc1cccc(-c2nn3c(-c4cccc(C)c4)nnc3s2)c1	84	0.6	-1	-28	-5	-8	-3	87	0
CCn1c(=NC(=O)CSC(C)=O)sc2cc(OC)ccc21	111	-2.8	-20	-15	-8	15	-18	119	1
Cc1ccc(N2CC(C(=O)Nc3nnc(SCCN4CCOCC4)s3)CC2=O)cc1C (stereo not given)	100	0.2	22	19	-7	4	-27	107	-32

Exported as comma-separated lines: entries from further up
Structure,MEKK3 PB1 HTS,OXTR agonist,NALP1 inh,PHOSPHO1 block,GPR7 antag,MEKK2 mut-MEK5,FID counter,MEKK2wt PB1 HTS,M18AAP inhibitor
COc1ccc(-c2ccc(SCC(=O)NCc3ccco3)nn2)cc1,99,-1.6,3,18,6,-1,-12,101,-7
S=c1[nH]nc(-c2ccco2)n1-c1ccc(Cl)cc1,95,0.1,-10,-9,-8,-8,-8,96,30*
Cc1ccc2[nH]c3c(NCCCN4CCCC4=O)ncnc3c2c1,105,-0.8,23,-38,-4,7,-4,105,0
CC1CCC(C(C)C)C(OC(=O)C[n+]2cc(-c3ccc(Cl)cc3)n3c2CCC3)C1 (stereo not given),99,-0.7,.,22,28*,1,23,120,-6
COCCNc1nc(SCC(=O)N2CCN(c3ccccc3OC)CC2)nc2ccccc12,.,-2.7,-7,33,-3,.,8,.,-6
CC1=C(C(N)=O)C(c2ccc3c(c2)OCO3)n2nc(-c3cccc(C)c3)nc2N1 (stereo not given),115,0.1,.,.,-4,0,-14,111,4
COC(=O)CCCCC1SCC(NC(=O)c2ccccc2)C1OC(C)=O (stereo not given),101,0.0,2,29,-1,0,-13,100,-3
CSc1ccccc1C(=O)NC1CCCCC1,99,-1.1,7,-9,-10,4,3,98,-1
COc1ccc(-c2csc(Nc3cc(C)ccn3)n2)cc1C,100,-2.0,26,-5,-17,3,-5,106,-2
CSc1nnc(CSc2cc(C)nc(N(C)C)n2)o1,95,-1.7,31,14,4,-1,-17,93,17
CN1C(=O)C(CC(=O)Nc2ccccc2F)N(NC(=O)c2ccc(Br)cc2)C1=S (stereo not given),104,4.5,-9,35,-9,1,-14,103,11
C(=N\N1CCOCC1)/c1cn(-c2ccccc2)nc1-c1ccccc1,90,-2.4,-4,28,9,-1,-5,96,3
COc1cccc(-c2nn3c(-c4cccc(C)c4)nnc3s2)c1,84,0.6,-1,-28,-5,-8,-3,87,0
CCn1c(=NC(=O)CSC(C)=O)sc2cc(OC)ccc21,111,-2.8,-20,-15,-8,15,-18,119,1

The list goes on.
SMILES	MEKK3 PB1 HTS	OXTR agonist	NALP1 inh	PHOSPHO1 block	GPR7 antag	MEKK2 mut-MEK5	FID counter	MEKK2wt PB1 HTS	M18AAP inhibitor
Cc1ccc(S(=O)(=O)N/N=C2/CC(=O)CC(C)(C)C2)cc1[N+](=O)[O-]	103	1.0	.	10	-12	0	-11	102	-7
CCN(CC)S(=O)(=O)c1ccc(Oc2ccccc2)cc1	106	-0.2	13	-1	-9	5	-14	110	-2
CC(=O)N=c1sc(C(C)(C)C)c(C)n1C	97	-0.5	12	-13	-4	4	-1	101	-12
CC1CCC(NCc2ccco2)CC1 (stereo not given)	109	0.3	6	-40	3	7	0	113	0
NS(=O)(=O)c1ccc(NC(=O)C2COc3ccccc3O2)cc1 (stereo not given)	95	1.0	5	12	2	0	-1	102	13
Cc1ccc([C@@H]2[C@@H]3C(=O)N(C)C(=O)[C@@H]3[C@]3(C)C(=O)N(Cc4ccccc4)CC(=O)N23)o1	104	-0.9	19	15	-10	14	-14	107	-1
O=C1N(Cc2ccccc2F)c2ccccc2C12OCCCO2	98	-1.6	10	23	-10	-1	-13	99	-1
O=C(/C=C/c1ccccc1)N/C(=C\c1ccco1)C(=O)O	99	0.4	-6	40	-18	4	-3	98	10
Cc1ccc(C)n1-c1cccc(N)c1	100	0.3	3	-2	-9	16	3	99	5
Cc1ccnc(NC(=O)CCNC(=O)c2ccc(Cl)cc2)c1	100	.	-2	15	-9	2	-16	98	-7
COC(=O)c1nnn(CC(=O)NC(=O)Nc2cccc(C)c2C)c1C(=O)OC	102	11	11	-5	2	-1	-13	102	-1
CNC(=O)CC12CC3CC(CC(C3)C1)C2	90	1.2	8	0	0	-6	0	93	2
Cc1ccsc1/C=N/N1CCOCC1	117	0.0	10	40	5	4	-1	108	-8
Cc1ccc(S(=O)(=O)Nc2nc3ccccc3s2)cc1[N+](=O)[O-]	106	1.7	0	24	6	-6	-17	91	-7
Oc1cccc2ccc(/C=C/c3c(F)cccc3Cl)nc12	96	-1.6	21	25	-16	-3	-3	92	-6
COc1ccc(CN2C(=O)c3cccnc3C2=O)cc1S(=O)(=O)N1CCOc2ccccc21	97	2.5	10	50	-2	-8	-29	99	4
Cc1nn(-c2ccccc2)c(C)c1/C=N/NC(=O)c1cc(O)cc(O)c1	99	1.4	16	19	1	5	-22	101	-6
COc1ccc(-c2cc3nnc(-c4ccccc4)nc3s2)cc1	97	13	-49	-10	-8	-1	-2	93	1
CCOC(=O)c1ccc(N2C(=O)CC(SCC(=O)Nc3ccc(S(N)(=O)=O)cc3)C2=O)cc1 (stereo not given)	100	-0.8	31	-39	-5	-1	-21	103	-4
N#CC(c1nc2ccccc2nc1N1CCCC1)S(=O)(=O)c1cccs1 (stereo not given)	91	1.0	-24	19	5	-4	5	67	-8
Cc1nnc(NC(=O)C2CC(=O)N(c3ccccc3)C2)s1 (stereo not given)	98	1.1	28	37	-1	-3	-6	100	-2
COc1ccc(/C=N/NC(=O)c2ccc(Cn3cc([N+](=O)[O-])cn3)o2)c(OC)c1C	.	-0.8	-9	-23	-2	.	-1	.	-5
